From PubChem
Growth percent in the NCI-60 one-dose screen (48 h, 10 µM unless noted): 100 = growth as untreated, 0 = no growth, -100 = all killed.
SF-539: SF-539 CNS cancer; 6.8% of 81,000 active; AID 1794752
SF-295: SF-295 CNS cancer cells; AID 1794758; 5.6% of 79,000 active
U251: U251 CNS tumor cells. 5.4% of 80,000 active
SNB-75: SNB-75 CNS cancer | 5% of 79,000 active
CAKI-1: CAKI-1 renal cancer. 4.7% of 75,000 active. AID 1794772
A498: A498 renal cancer cells | 5.4% of 76,000 active
NCI-H23: NCI-H23 lung cancer; 4% of 80,000 active
SF-268: SF-268 CNS cancer cells; 3.1% of 82,000 active; AID 1794759
SNB-19: SNB-19 CNS cancer cells; 2.5% of 81,000 active; AID 1794751
Active calls of the source: *; · = not tested or not shown. How the source made its calls: active means growth percent below 10; inactive means the rest. No enrichment for hits. Share with any hit: about 10%.

SMILES	SF-539	SF-295	U251	SNB-75	CAKI-1	A498	NCI-H23	SF-268	SNB-19
COc1ccc(/C(C)=C(\c2ccc(Cl)cc2)c2ccc(OCCN3CCOCC3)cc2)cc1F	95	104	96	98	88	94	95	103	111
CC1(C)Oc2cc3oc(=O)ccc3cc2C[C@@H]1OCCOS(=O)(=O)c1ccc(O)c(C(=O)O)c1	97	104	101	99	96	97	102	102	106
O=C(O)c1ccc(-c2nn(-c3ccc(C(=O)O)cc3)cc2/C=N/NC(=O)c2ccccc2O)cc1	96	98	108	91	94	84	94	99	109
CC/C=C\C/C=C\C/C=C\C/C=C\C/C=C\C/C=C\CCC(=O)CO[C@H]1O[C@@H](Oc2cc(O)cc(O)c2C(=O)CCc2ccc(O)cc2)[C@H](O)[C@@H](O)[C@@H]1O	102	99	114	86	97	103	107	94	112
Cc1ccc2cc3c(N)c4c(C)ccc(C)c4nc3nc2c1	-68*	-46*	-5.8*	41	8.0*	42	89	17	80
O=C1[C@H]2Cc3c([nH]c4ccccc34)[C@H](c3ccc(Br)cc3)N2C(=O)CN1C1CCN(Cc2ccccc2)CC1	75	95	66	85	54	81	88	62	78
Cc1ccccc1-n1nnc(C(=O)Nc2ccc3ccccc3n2)c1C	95	86	80	97	62	66	89	113	84
O=C1CSC(c2cn(-c3ccccc3)nc2-c2ccc(F)cc2)N1c1ccccc1 (stereo not given)	104	101	99	100	95	135	80	111	106
Oc1nc(NCc2ccco2)sc1C=NCc1ccco1	101	96	103	89	100	104	106	103	99
O=c1oc2ccccc2cc1-c1csc(N=Nc2c(O)[nH]c3ccc(F)cc23)n1	78	92	96	102	97	133	90	100	79
Cc1ccc[n+](CCC[n+]2cccc(C)c2)c1	95	·	101	99	99	119	107	108	107
Cc1c(Cl)cccc1S(=O)(=O)Nc1ccc2c(c1)C(=O)N(C1CCC(=O)NC1=O)C2=O (stereo not given)	102	92	96	77	·	91	102	82	83
CN1C(=O)CCC1C(=O)NNc1ccccc1 (stereo not given)	91	98	97	105	61	104	100	91	98
Clc1ccc(Cc2nnc3sc(-c4csc5c4CCCC5)nn23)cc1	79	56	91	101	76	39	79	91	69
COc1cc(OCc2cccc(-c3ccccc3)c2C)cc(OC)c1CN1CCCCC1C(=O)NCCOCCOCCN (stereo not given)	88	89	26	74	92	73	87	87	68
O=C1c2cc(Br)ccc2-c2ccc(N3C(=O)c4ccccc4C3=O)cc21	100	107	102	82	90	124	103	102	99
CCOC(=O)c1ccc(N2C(=O)c3ccc(C(=O)OC)cc3C2=O)cc1	97	98	97	90	95	84	99	96	96
COc1cc(NC(N)=NCC(C)(C)COc2ccc(C(F)(F)F)cc2)cnc1C#N	72	83	60	·	63	46	65	50	71
C/C(=N\Nc1ccccc1)c1ccc(NC2=CC(=O)c3ccccc3C2=O)cc1	93	55	46	51	44	110	21	64	86
CC(=O)OC[C@]12CC[C@@H](C(=O)CBr)[C@@H]1[C@H]1CC[C@@H]3[C@@]4(C)CC[C@H](OC(C)=O)C(C)(C)[C@@H]4CC[C@@]3(C)[C@]1(C)CC2	92	106	97	84	77	121	95	90	114
NC(=O)C(=O)c1ccccc1	102	97	·	100	96	89	111	103	102
COC(=O)CCSCc1ccccc1	97	93	90	98	99	90	98	99	101
O=C1NC(=O)/C(=C/c2cc3ccccc3nc2Cl)S1	94	101	97	69	81	·	89	92	90
c1ccc(N/N=C(\C(=N\Nc2ccccc2)c2ccccc2)c2ccccc2)cc1	90	38	88	74	60	·	71	80	84
CN(C)c1ncc(-c2ccc(C(F)(F)F)cc2)c(NC2CCCCCC2)n1	97	33	40	78	85	81	58	81	72
CN=C(NC)N/N=C(C)\C=N\NC(=NC)NC	99	97	99	·	89	96	104	99	99
O=C1OCc2ccc([N+](=O)[O-])cc21	99	·	99	84	121	102	98	108	107
CCOc1ccc2nc(NC(=O)c3cccnc3Nc3ccc(Cl)cc3Cl)sc2c1	90	118	97	99	107	109	80	95	109
CN(C)/C(N)=N/c1nc(=O)c2ccccc2c(=O)[nH]1	94	99	95	75	92	114	102	103	96
COc1ccc(Cn2c(-c3nonc3N)nc3cc(C(F)(F)F)ccc32)cc1	87	60	76	55	74	90	81	78	92
Cc1ccc(NC(=O)c2sc3nc4c(cc3c2N)C(=O)CCC4)cc1C	-10*	8.7*	·	-10*	36	-2.9*	33	43	69
Cc1ccc(S(=O)(=O)NC2c3ccccc3Oc3ccccc32)cc1	96	100	87	76	83	98	99	98	104
CNS(=O)(=O)c1ccccc1	91	110	96	87	83	108	100	110	94
CCCCC/C=C/C(C)=C/C1CC(C)C/C=C/CCC(O)C(OC(N)=O)CCC(C)CC(O)C(C)C(=O)O1 (stereo not given)	106	59	82	99	79	72	98	104	183
COCCn1cc(-c2csc(-c3cn(C(=O)OC(C)(C)C)c4ccccc34)n2)c2cccnc21	93	96	92	81	87	112	81	96	109
O=C1CCC(=O)c2ccc3c4c(ccc1c24)CC3	96	100	100	86	89	93	102	91	108
c1ccc(-c2nn(-c3ccccc3)[n+](-c3ccccc3-c3ccccc3)n2)cc1	23	3.4*	15	30	88	·	5.1*	22	28
C[C@@H]1CC[C@]23COC(=O)[C@@]1(CCc1ccoc1)[C@H]2CC[C@@H]1O[C@@]13C	98	99	103	95	97	·	103	102	99
CCN(CC)CCOC1CCCCC1	94	98	97	96	100	85	101	106	102
BrC1c2cccc3cccc(c23)C1Br (stereo not given)	93	106	93	65	86	114	100	95	91
CC1(C)C(N2CCCCC2)CS1(=O)=O (stereo not given)	97	105	100	87	102	105	104	107	99
CNc1ncc2cc(-c3cc(NC(=O)NCCC(C)(C)C)c(F)cc3C)c(C)nc2n1	27	25	16	-17*	4.4*	-35*	13	26	24
Clc1nc(N[C@H]2CCCc3ccccc32)c2ccccc2n1	85	54	94	106	47	146	52	77	88
CCN1C(=O)N(CC)C2Nn3c(s/c(=C\c4ccccc4)c3=O)=NC21 (stereo not given)	49	52	75	57	58	67	77	69	77
COc1ccc(-c2nc(SCC(C)C)nc(N/N=C\c3ccc(O)cc3)c2C#N)cc1	86	101	94	108	104	80	97	89	85
Nc1nc2c(C(=O)Nc3ccc(Br)cc3)c(Nc3ccccc3)nn2cc1-c1nc2ccccc2s1	102	98	107	97	90	92	115	98	101
CNS(=O)(=O)c1cccc(-c2ccc3c4c(n(C)c(=O)c3c2)-c2ccccc2C4=O)c1	54	24	23	66	·	72	44	59	31
Cc1nn2c(-c3nc4ccc(Cl)cc4[nH]3)c(-c3ccccc3)nc2s1	·	99	94	97	101	86	93	94	100
COC(=O)CCC(C)C1CCC2C3C(OC(C)=O)CC4CC(O)CCC4(C)C3CC(O)C12C (stereo not given)	108	99	98	91	90	·	99	110	100
COC(=O)C1Sc2ccc3nsnc3c2NC1=O (stereo not given)	103	90	100	83	83	106	100	103	106
CC1(C)OCC(C2OC2C2COC(C)(C)O2)O1 (stereo not given)	95	102	108	·	98	100	102	103	98
CC(=O)N1c2ccccc2-n2cccc2C1c1ccc(Cl)cc1 (stereo not given)	110	74	103	70	65	·	86	96	99
CS(=O)(=O)c1ccc(-n2cc(/C=N/O)c(-c3ccc(Br)cc3)n2)cc1	94	101	98	115	103	122	·	111	97
C=C1C(=O)O[C@H]2[C@H]1CC/C(Cn1cc(-c3ccccc3)nn1)=C\CC[C@@]1(C)O[C@@H]21	-34*	75	50	64	-63*	47	-24*	61	68
C=CCNC(=S)Nc1cc(C(C)C)c(O)cc1C	94	100	97	72	88	110	89	94	93
COc1nc2c(c(=O)[nH]1)C(c1ccccc1)C=C(C(=O)O)N2 (stereo not given)	99	100	104	·	93	79	108	115	117
CCOC(=O)C(Cc1ccc(O)c([N+](=O)[O-])c1)N1C(=O)c2ccccc2C1=O (stereo not given)	87	128	98	91	106	·	96	103	112
NNC(=S)Nc1cccc2ccccc12	108	115	115	113	112	103	96	119	98
CCOC(=O)c1ncc(-c2ccc(C(F)(F)F)cc2)c(NCc2cc(C(F)(F)F)cc(C(F)(F)F)c2)n1	93	87	85	86	77	80	98	92	80
COc1ccc2oc(=O)cc(-c3sc(N4CCOCC4)nc3-c3ccccc3)c2c1	74	83	95	74	·	45	88	94	91

Part of the list above in a different format:
Second line of a record: SF-539	SF-295	U251	SNB-75	CAKI-1	A498	NCI-H23	SF-268	SNB-19
Nc1nc2c(C(=O)Nc3ccc(Br)cc3)c(Nc3ccccc3)nn2cc1-c1nc2ccccc2s1
 : 102	98	107	97	90	92	115	98	101
CNS(=O)(=O)c1cccc(-c2ccc3c4c(n(C)c(=O)c3c2)-c2ccccc2C4=O)c1
 : 54	24	23	66	·	72	44	59	31
Cc1nn2c(-c3nc4ccc(Cl)cc4[nH]3)c(-c3ccccc3)nc2s1
 : ·	99	94	97	101	86	93	94	100
COC(=O)CCC(C)C1CCC2C3C(OC(C)=O)CC4CC(O)CCC4(C)C3CC(O)C12C (stereo not given)
 : 108	99	98	91	90	·	99	110	100
COC(=O)C1Sc2ccc3nsnc3c2NC1=O (stereo not given)
 : 103	90	100	83	83	106	100	103	106
CC1(C)OCC(C2OC2C2COC(C)(C)O2)O1 (stereo not given)
 : 95	102	108	·	98	100	102	103	98
CC(=O)N1c2ccccc2-n2cccc2C1c1ccc(Cl)cc1 (stereo not given)
 : 110	74	103	70	65	·	86	96	99
CS(=O)(=O)c1ccc(-n2cc(/C=N/O)c(-c3ccc(Br)cc3)n2)cc1
 : 94	101	98	115	103	122	·	111	97
C=C1C(=O)O[C@H]2[C@H]1CC/C(Cn1cc(-c3ccccc3)nn1)=C\CC[C@@]1(C)O[C@@H]21
 : -34*	75	50	64	-63*	47	-24*	61	68
C=CCNC(=S)Nc1cc(C(C)C)c(O)cc1C
 : 94	100	97	72	88	110	89	94	93
COc1nc2c(c(=O)[nH]1)C(c1ccccc1)C=C(C(=O)O)N2 (stereo not given)
 : 99	100	104	·	93	79	108	115	117
CCOC(=O)C(Cc1ccc(O)c([N+](=O)[O-])c1)N1C(=O)c2ccccc2C1=O (stereo not given)
 : 87	128	98	91	106	·	96	103	112

Next section:
SMILES	SF-539	SF-295	U251	SNB-75	CAKI-1	A498	NCI-H23	SF-268	SNB-19
O=C(Nc1ccccc1)Oc1c(Cl)cc(Cl)c2ccccc12	95	95	·	71	75	95	102	114	107
Nc1c(CNCc2nnn(Cc3ccccc3)c2N)nnn1Cc1ccccc1	96	101	98	99	101	98	103	103	103
COc1ccc(S(=O)(=O)N2C(=O)N[C@H](OC)[C@H]2OC)cc1	103	91	104	100	92	105	106	102	104
CC(=O)CSC(C)=O	95	92	98	84	92	99	108	105	100
CC(C)N=Cc1ccccc1	111	109	98	98	104	103	101	118	116
CC(C)Oc1ccccc1C(=O)Nc1ccccc1C(=O)Nc1cccc(S(=O)(=O)C(F)(F)F)c1	94	104	95	77	90	71	89	98	99
C=CN(C(=O)N1CCN(c2cc3c(cc2F)c(=O)c(C(=O)O)cn3C2CC2)CC1)c1nc(-c2ccc(Cl)cc2)cs1	67	59	24	80	2.8*	56	68	45	60
O=C(O)C(Cc1ccccc1)n1c(O)c(C=C2N=c3ccccc3=N2)sc1=S (stereo not given)	96	104	101	81	90	101	108	96	96
COc1cccc(C(=O)Nc2ccc(-c3cc(=O)c4c(OC)c(OC)c(OC)cc4o3)cc2)c1	86	101	97	98	100	96	81	99	97
CC(=O)Nc1ccc2c(c1)Cc1c-2cc(Br)c(N)c1Br	92	107	94	61	81	·	91	101	92
Cc1ccc(/C=C2\SC(=S)N(CCC(=O)Nc3ncc(Cc4ccccc4)s3)C2=O)cc1	94	94	101	84	90	102	98	97	96
O=C(NCCN1CCC(O)CC1)c1cc2c(o1)C(=O)c1ccccc1C2=O	-98*	-96*	-88*	-99*	-97*	·	-51*	-55*	-98*
O=C(O)C(CCC(C(=O)O)c1ccccc1)c1ccccc1 (stereo not given)	108	111	98	95	98	87	110	112	102
O=C1C=CC(=O)N1c1ccc2c(c1)C(NC(=O)C(F)(F)F)c1ccccc1-2 (stereo not given)	89	131	117	76	93	92	99	109	102
O=C(Nc1ccc(Br)cc1)Nc1cccc(-c2cc(=O)c3ccccc3o2)c1	101	93	103	122	100	·	99	104	98
COc1cc(NC(=O)C(C)C)ccc1C(=O)NC(=S)Nc1ccc(S(N)(=O)=O)cc1	89	84	72	95	97	150	102	81	81
COc1ccc(-c2nc3ccccn3c2-c2nc3ccc(F)cc3[nH]2)cc1	101	·	93	72	92	80	106	110	96
COc1ccc(-c2nc3c(ccc4ccccc43)o2)cc1OC	104	99	101	94	96	·	91	104	103
C=C(C)[C@@H]1CC[C@]2(C(=O)O)CC[C@]3(C)[C@H](CC[C@@H]4[C@@]5(C)C/C(=C/c6cccc(I)c6)C(=O)C(C)(C)[C@@H]5CC[C@]43C)[C@@H]12	48	27	18	-36*	12	22	20	25	38
FC(F)(F)C(c1ccc(Cl)cc1)c1ccc(Cl)cc1	101	99	101	95	103	115	104	98	110
O=C1/C(=C/c2ccc(Br)cc2)COc2ccc(O)cc21	92	100	57	93	80	103	101	90	87
CN1C(=O)NC(=O)C1c1ccccc1 (stereo not given)	105	116	106	113	102	·	105	105	97
COC(=O)C1(C2(C(=O)OC)NC(=S)NC(=O)C2C#N)CCCC1=O (stereo not given)	105	105	107	122	96	123	109	105	100
C=CCn1c(SCC(=O)Nc2ccc(C(=O)/C=C/c3ccc(Cl)cc3)cc2)nnc1-c1cc(-c2ccc(OC)cc2)nc2ccccc12	97	101	103	94	94	117	95	98	96
COc1ccccc1NC(=O)c1sc(N)c(C#N)c1C	106	99	88	88	74	84	89	96	86
C[Si](Cl)(Cl)c1ccccc1	94	89	96	90	93	96	112	105	104
N#CCCN1C/C(=C/c2ccc(Br)cc2)C(=O)/C(=C/c2ccc(Br)cc2)C1	-55*	-20*	-81*	33	-7.8*	-40*	-31*	-36*	-47*
CCOCN1CCCCC1	107	99	103	103	100	88	108	102	102
CC(C)(C)c1ccc(S(=O)(=O)N[C@H]2CC[C@H]3[C@@H]4CCc5cc(OS(=O)(=O)O)ccc5[C@H]4CC[C@]23C)cc1	82	45	·	62	41	28	57	51	92
